# Screens: PubChem, National Center for Advancing Translational Sciences (NCATS)
# LMNA splice mod – LMNA splicing modulation; Potency, µM (top dose mostly 46.1 µM), for inactives: at the top dose ratio change, negative = inhibition, usual class: inhibitors; HeLa LMNA splicing GFP/RFP minigene ratio, 48 h; 200,000 tested, 0.01% active; AID 1487; active means well fitted inhibition curve with a large enough effect in the signal ratio, with a control signal flat, not every such curve was filed as active; inconclusive means small, poorly fitted or top-dose-only effect, or effect the other way, or a change in a side signal; the % refers to the signal ratio; further: on the % scale 0 is the no-effect control and ±100 the full control effect
#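 Read-out is the ratio of GFP to DsRed2 object intensity, acquired by 488 nm laser-scanning cytometry on HeLa lamin A-EGFP minigene reporter cells. Compound incubation 48 hrs at 37 °C in Opti-MEM with 2% FBS; DMSO 0.5% final.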
# JMJD2E inh – JMJD2E (human) inhibition. B2RXH2. JMJD2E catalytic domain, FDH-coupled NADH fluorescence (FDH is formaldehyde dehydrogenase). Potency, µM (top dose mostly 57.1 µM), inactives show top-dose activity change, negative = inhibition, actives largely listed as inhibitors. 230,000 tested, 1.6% active; active means well fitted inhibition curve with a large enough effect, not every such curve was filed as active; inconclusive means small, poorly fitted or top-dose-only effect, or another doubt; inactive means no such curve, though single readings can be large or run the other way;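 further: 0% = wells with enzyme and -100% = buffer wells without enzyme; nearly all actives have a fitted effect of over 50% in size; many of its hits are not listed in these tables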
# RECQ1 inh – RECQ1 (human) helicase inhibition | RECQ1 DNA unwinding, red fluorescence kinetic read | Potency, µM (top dose mostly 57.3 µM), without a hit: at the top dose activity, negative = inhibition, usual class: inhibitors | 240,000 tested, 0.54% active;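 further: plate controls were vehicle for no effect and no enzyme for full effect; nearly all actives have a fitted effect of over 30% in size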
#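 RECQ1T1 50 nM; forked duplex (20 bp + 30-nt ss tails) 200 nM, ATP 2 mM final; pH 8.0, 2 mM MgCl2, 2.5 ug/ml poly(dI-dC); 15 min compound preincubation; discontinuous kinetic read over 2 h at RT.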
# KinaseGlo FLuc – counter-screen: inhibitors of Kinase-Glo firefly luciferase. AID 1379. Potency, µM (highest dose often 38.3 µM), inactives show at the highest dose activity change, negative = inhibition, most hits filed as inhibitors. 200,000 tested, 0.28% active. Kinase-Glo luciferase, ATP luminescence, 8 min. Q27757; further: on the % scale 0 is the no-effect control and ±100 the full control effect; nearly all actives have a fitted effect of over 60% in size
#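 Substrate mix (final 50 mM imidazole pH 7.2, 50 mM KCl, 7 mM MgCl2, 10 uM ATP, 0.01% Tween 20, 0.05% BSA) plus pin-tool compound, then Kinase-Glo detection mix; 8 min ambient, luminescence read.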
# SMN2 splice up – increases expression of the SMN2 splice variant; HEK293 SMN2-luciferase splicing reporter, luminescence, 30-36 h; Potency, µM (highest dose often 46.1 µM), inactives show top-dose activity change, positive = activation, actives largely listed as activators; 210,000 tested, 2.8% active; further: % of control where 0% means no effect; nearly all actives have a fitted effect of over 55% in size
#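 HEK293 cells carry an SMN2 minigene-luciferase reporter in which exon 7 inclusion puts luciferase in frame. Cells were seeded at 2000 cells/well, attached for 10-12 hours, then exposed to compounds for 30-36 hours at 37C before ONE-Glo luminescence.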
# Tau ThT inhib – inhibitors of human tau fibril formation, thioflavin T binding | P10636 | recombinant tau K18 P301L (four-repeat tau fragment), heparin-induced fibrillization, ThT fluorescence | Potency, µM (top dose mostly 57.4 µM), for inactives: at the highest dose activity, negative = inhibition, actives largely listed as inhibitors | 270,000 tested, 2.1% active; further: on the % scale 0 is the no-effect control and ±100 the full control effect; nearly all actives have a fitted effect of over 55% in size
# Target sequence (P10636 561-689 P618L limits assumed): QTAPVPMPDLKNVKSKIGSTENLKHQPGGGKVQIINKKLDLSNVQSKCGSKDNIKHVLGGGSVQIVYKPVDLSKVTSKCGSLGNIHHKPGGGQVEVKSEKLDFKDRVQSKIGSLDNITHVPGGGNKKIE
#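 Heparin-induced (20 uM) aggregation of recombinant human K18 P301L tau, 15 uM unlabeled with 0.24 uM labeled, pH 7 acetate buffer, 6 hr at 37 C with compound. Fibrils quantified by 30 uM ThT fluorescence after 1 hr ambient incubation.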
# ALDH1A1 inh – inhibitors of human aldehyde dehydrogenase 1A1; P00352; Purified ALDH1A1, NADH fluorescence, propionaldehyde substrate; Potency, µM (doses to about 75.3 µM), for the others: at the highest dose activity, negative = inhibition, usual class: inhibitors; 220,000 tested, 7.3% active; AID 1030; active means well fitted inhibition curve with a large enough effect, not every such curve was filed as active; inconclusive means small, poorly fitted or top-dose-only effect, or another doubt; inactive means no such curve, though single readings can be large or run the other way;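 further: plate controls were no enzyme wells and a reference inhibitor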
# L3MBTL1 inh – L3MBTL1 (human) inhibition; 230,000 tested, 0.66% active; AlphaScreen L3MBTL1–H3K9me1 peptide binding; Potency, µM (highest dose often 57.1 µM), for the others: at the highest dose activity, negative = inhibition, usual class: inhibitors; Q9Y468; AID 485360; further: on the % scale 0 is the no-effect control and ±100 the full control effect; nearly all actives have a fitted effect of over 60% in size
# Target sequence (Q9Y468 whole entry, looked up): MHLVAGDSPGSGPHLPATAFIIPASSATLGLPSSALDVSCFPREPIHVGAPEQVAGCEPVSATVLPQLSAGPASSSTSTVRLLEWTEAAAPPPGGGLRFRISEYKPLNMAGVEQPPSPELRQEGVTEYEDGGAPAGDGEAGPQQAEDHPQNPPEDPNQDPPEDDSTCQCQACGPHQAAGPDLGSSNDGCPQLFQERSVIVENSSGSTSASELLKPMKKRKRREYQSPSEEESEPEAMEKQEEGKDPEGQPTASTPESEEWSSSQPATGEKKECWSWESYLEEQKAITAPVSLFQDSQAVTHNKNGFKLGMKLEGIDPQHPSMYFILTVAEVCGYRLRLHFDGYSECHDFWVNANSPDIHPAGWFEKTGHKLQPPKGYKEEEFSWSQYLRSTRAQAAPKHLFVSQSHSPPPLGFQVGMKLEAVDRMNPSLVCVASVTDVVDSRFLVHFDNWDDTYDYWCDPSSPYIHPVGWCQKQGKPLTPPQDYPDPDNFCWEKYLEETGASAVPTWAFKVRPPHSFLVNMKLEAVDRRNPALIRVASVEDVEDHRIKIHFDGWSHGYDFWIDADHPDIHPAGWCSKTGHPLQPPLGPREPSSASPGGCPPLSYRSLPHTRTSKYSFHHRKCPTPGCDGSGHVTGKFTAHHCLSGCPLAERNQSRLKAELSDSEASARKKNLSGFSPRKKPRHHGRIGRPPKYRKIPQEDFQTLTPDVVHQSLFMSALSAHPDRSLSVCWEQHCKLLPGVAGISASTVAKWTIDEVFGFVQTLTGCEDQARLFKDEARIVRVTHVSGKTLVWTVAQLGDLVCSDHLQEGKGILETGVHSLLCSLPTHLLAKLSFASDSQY
#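 AlphaScreen proximity signal between nickel-chelate acceptor and streptavidin donor beads (final 10 ug/mL) reports binding of 50 nM L3MBTL1 to 75 nM biotin-H3 K9me1 peptide; complex incubated with compounds 30 min at room temperature; cefsulodin titration as control.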
# * marks the source's active call; other numbers are inactive results; i = inactive; ? = inconclusive; · = not tested or not shown; & = joins results of further samples; [ ] = remark or other dose. Unless noted, the call rests on the fitted dose curve; in most records, active means well fitted curve in the direction sought with a large enough effect; inconclusive means small, poorly fitted or top-dose-only effect, or another doubt; inactive means no such curve, though single readings can be large; an effect the other way counts as inactive or inconclusive. Potency means the concentration at half of the fitted maximal effect. The list is partial. The share of hits here may be higher or lower than overall.
SMILES	L3MBTL1 inh	JMJD2E inh	ALDH1A1 inh	Tau ThT inhib	KinaseGlo FLuc	SMN2 splice up	RECQ1 inh	LMNA splice mod
CS/C(=N\S(=O)(=O)c1cccs1)Nc1ccc(F)c(Cl)c1	-3%	-6%	-9%	13%	4%	-44%[inhibitor]	-9%	?
Cc1sc2ncnc(Nc3ccc(N4CCOCC4)cc3)c2c1-c1ccccc1	-1%	-5%	?	?	·	·	-14%	-9%
Cc1ccccc1C(=O)Nc1sc2c(c1C(=O)O)CCC2	-2%	4%	9%	-12%	-7%	5%	i	?
C/C(=N/Nc1ccc(C(=O)O)cc1)c1ccc(O)c(O)c1O	14µM*	8.9µM*	?	11µM*	-2%	-3%[1.84 µM]	0%	1%
COc1ccc(N2C(=S)N=C(Nc3ccccc3)C23CCCCC3)cc1	·	1%	-8%	-5%	0%	-36%[inhibitor]	-2%	·
O=C(NCSc1ccnc(SCNC(=O)c2ccccc2)n1)c1ccccc1	3%	-5%	-2%	-10%	0%	-20%	i	2%
Cc1ccccc1OCC(=O)NCCc1nc2ccccc2[nH]1	3%	4%	-3%	-13%	0%	-10%	4%	9%
CC(C)NC(=O)N1CC[C@@]2(CCCN(S(C)(=O)=O)C2)C1	·	·	5%	·	-2%	-3%	-6%	·
CCOc1ccc(Oc2nc(Nc3ccc(C)cc3)nc(N(C)C)n2)nn1	·	-4%	-3%	-6%	3%	-52%[inhibitor]	i	-13%
CC(Sc1nnc(N)s1)c1ccccc1Cl (stereo unspecified)	·	3%	-44%	-12%	2%	-22%	-4%	-5%
COc1ccc(OC)c(NS(=O)(=O)c2ccc(Br)s2)c1	·	-8%	7%	-7%&-5%	0%	1%&-3%	4%	·
CC(/C=N/O)Cc1ccc2c(c1)OCO2 (stereo unspecified)	-3%	-4%	-7%	-6%	6%	-25%	i	8%
Cc1ccc(SCc2cc(-c3ccc(Cl)cc3)on2)cc1	26%	-2%	6%	?	5%	2%	0%	-10%
C=CCOCCN(C)C1=NS(=O)(=O)c2cc([N+](=O)[O-])ccc21	1%	-17%	3%	2%	0%	3%	i	?
COc1cc2c(cc1OC)C(=O)CC(C)S2 (stereo unspecified)	1%	?	?	0%	-5%	-8%	i	4%
CCN(CC)CCCN1C(=O)C(O)=C(C(=O)c2ccc(C)o2)C1c1cccs1 (stereo unspecified)	·	-5%	?	-11%	0%	26%	4%	4%
CC(=O)n1cc([C@@H]2C=C(C(=O)Nc3ccccc3)O[C@H](OCc3ccc(CO)cc3)C2)c2ccccc21	-11%	-1%	?	?	·	·	-15%	·
O=c1c(-c2nc3ccccc3o2)c2oc3ccccc3n2c2ccccc12	-1%	?	?	-11%	4%	-10%	-8%	?
CCCS(=O)(=O)N1CCCC(C(=O)NCCCN(C)c2ccccc2)C1 (stereo unspecified)	-1%	2%	11%	-3%	-3%	-3%	i	-4%
COc1ccc(-c2csc(Nc3ccc(S(=O)(=O)Nc4cc(C)on4)cc3)n2)cc1C	?	?	?	13µM*	3%	-15%	i	·
O=C(N/N=C/C1=Cc2ccccc2OC1)c1ccncc1	13%	?	·	-11%	·	·	-8%	·
O=C(CSc1nnc(CNC(=O)c2cccs2)o1)Nc1ccccc1	-1%	0%	5%	1%	-2%	8%	-13%	-4%[46 µM]
Cc1ccc2c3c([nH]c2c1C)-c1nonc1CC3	5%	?	?	-2%	-1%	?	i	0%
O=C(NCCCN1CCCC1)C1CCC(=O)N1C1CCCCC1 (stereo unspecified)	-14%	-1%	6%	-4%	1%	-8%	-10%	-1%[0.0737 µM]

# Five compounds from above, sorted by number of heavy atoms, low to high.
SMILES	L3MBTL1 inh	JMJD2E inh	ALDH1A1 inh	Tau ThT inhib	KinaseGlo FLuc	SMN2 splice up	RECQ1 inh	LMNA splice mod
CS/C(=N\S(=O)(=O)c1cccs1)Nc1ccc(F)c(Cl)c1	-3%	-6%	-9%	13%	4%	-44%[inhibitor]	-9%	?
Cc1ccccc1OCC(=O)NCCc1nc2ccccc2[nH]1	3%	4%	-3%	-13%	0%	-10%	4%	9%
O=C(CSc1nnc(CNC(=O)c2cccs2)o1)Nc1ccccc1	-1%	0%	5%	1%	-2%	8%	-13%	-4%[46 µM]
CCOc1ccc(Oc2nc(Nc3ccc(C)cc3)nc(N(C)C)n2)nn1	·	-4%	-3%	-6%	3%	-52%[inhibitor]	i	-13%
Cc1sc2ncnc(Nc3ccc(N4CCOCC4)cc3)c2c1-c1ccccc1	-1%	-5%	?	?	·	·	-14%	-9%

# (listing goes on)
SMILES	L3MBTL1 inh	JMJD2E inh	ALDH1A1 inh	Tau ThT inhib	KinaseGlo FLuc	SMN2 splice up	RECQ1 inh	LMNA splice mod
Cc1ccc(CCNC(=O)CNC(=S)N(Cc2ccccc2)Cc2cccnc2)cc1	-12%	8%	-14%	-5%	0%	12%	-5%	·
NC(=O)NC(CC(=O)NCCc1ccc(S(N)(=O)=O)cc1)c1ccccc1Cl (stereo unspecified)	3%	-5%	2%	0%	·	·	-5%	?
OC(COc1ccccc1)CN1CCCC1 (stereo unspecified)	-1%	?	-14%	-12%	1%	-3%	-2%	4%[46 µM]
OCCCNC(=S)Nc1ccc2nc(-c3ccccn3)c(-c3ccccn3)nc2c1	3%	?	-8%	-5%	-2%	-1%	-17%	-7%
[O-][N+]12CCN(CC1)c1ccccc12	-1%	-3%	4%	4%	-3%	-8%	-4%	?
CCOC(=O)Cn1cnc2sc3c(c2c1=O)CCC3	4%[11.4 µM]	-3%	-2%	-1%	-2%	-13%	-12%	13%
O=C(c1c(F)cccc1F)N1CCN(c2ccccc2F)CC1	0%	5%	-5%	-4%	-3%	-14%	-2%	-4%
O=C(O)COc1ccccc1/C=N/NC(=O)c1ccc(F)cc1	20%	-17%	1%	-15%	-3%	-6%	0%	-5%[46 µM]
O=C(Nc1ccccc1)N1CCCN(c2c(Cl)cncc2Cl)CC1	-4%	-18%	-4%	-9%	·	·	-13%	?
CC(C)(C)c1cc(C(=O)N/N=C/c2ccccn2)n[nH]1	18%	-23%	·	-14%	·	·	i	·
O=C(/C=C/c1ccc([N+](=O)[O-])cc1)NCCOc1ccc(F)cc1	·	0%	-3%	?	-1%	-7%	i	·
Cc1ccc(CNc2nc(N)c([N+](=O)[O-])c(NCc3ccccc3)n2)cc1	-3%	-3%	-3%	-4%	4%	-41%[inhibitor]	8%	6%
O=C(Cc1ccccc1)N[C@H](c1ccccc1)P(=O)(O)CO	8%	7%	0%	3%	-2%	-2%	11%	6%
Cc1ccc(Nc2nc(-c3ccncc3)nc3ccccc23)cc1	7%	?	?	-2%	·	·	-5%	6%[46 µM]
Cc1cc(C(=O)N/N=C2\CCCC(=O)C2)c2ccccc2n1	-4%	3%	-3%	-13%	7%	2%	-6%	-1%
CCOC(=O)C1Cc2c([nH]c3ccccc23)CN1 (stereo unspecified)	5%	?	-10%	-4%	-4%	-1%	6%	9%
CN(C)S(=O)(=O)N1CCN(C(=O)N2CCCCC2)CC1	-2%	0%	13%	3%	-3%	-3%	i	-11%
NC(=O)CSc1nnc(C2CC2)n1-c1ccccc1	8%	4%	-3%	0%	7%	-18%	i	4%
O=C(O)CC(Cc1ccccc1)C(=O)NCC12CC3CC(CC(C3)C1)C2 (stereo unspecified)	·	-4%	-1%	0%	·	·	0%	·
Cc1nc2sc(C(c3ccc(Cl)cc3)N3CCOCC3)c(O)n2n1 (stereo unspecified)	6%	-2%	1%	-8%	-9%	-4%	-3%	?
O=C(NNC(=S)Nc1ccccc1C(F)(F)F)C1CC1	8%	0%	·	-9%	·	·	i	·
O=C(NN1CCOCC1)c1ccc(Br)s1	-5%	7%	4%	6%	-1%	1%	22%	·
CC(=O)Nc1ccc(OCCOc2ccc(/C=C3/C(=N)N4C=CSC4=NC3=O)cc2)cc1	·	?	-1%	?	·	·	-8%	·
O=S(=O)(c1ccc(S(=O)(=O)N(Cc2ccc(F)cc2)C2CCCC2)cc1)N1CCCC1	12%	2%	?	-7%	-2%	-18%	-1%	0%
CCCN(CCC)S(=O)(=O)c1ccc2c(c1)CCCN2C(C)=O	36%[activator]	3%	5µM*	-1%	-3%	-8%	1%	?
O=C(NC(=S)Nc1ncc(Br)cc1Br)c1cncc(Br)c1	·	0%	-17%	?	2%	-35%[inhibitor]	i	?
CCOCCCNC(=O)C(c1ccc(Cl)cc1)N(Cc1ccc2c(c1)OCO2)C(=O)CNC(C)=O (stereo unspecified)	27%	-4%	?	-5%	3%	-7%	-4%	·
Cc1c(C(=O)N2CCCCC2)sc(NC(=O)c2ccco2)c1C#N	-12%	-7%	-10%	-7%	2%	18%	-4%	-3%
CCC(=O)N1CCc2cc(S(=O)(=O)N3CCc4ccccc43)ccc21	·	0%	8%	-11%	-2%	-1%	i	6%
COc1cc(/C=C/C(=O)NNc2c(F)c(F)cc(F)c2F)ccc1OC(F)F	·	-3%	?	-12%	-7%	-21%	-7%	-17%
O=C(NNS(=O)(=O)c1ccc(C(F)(F)F)cc1)c1cnn(-c2ccccc2)c1C(F)(F)F	2%	4%	·	-16%	·	·	i	·
CC(=O)N1CCN(c2ccc(S(=O)(=O)N3CCCCC3)cn2)CC1	34%[activator]	10%	?	8%	-4%	-17%	-10%	-9%
